# M4 PAM: CHRM4 positive allosteric modulation | P08173 | CHO-K1 hM4/Gqi5, Fluo-8 calcium fluorescence, ACh EC20; 0% = ACh EC20, 100% = maximal ACh | activation, % at 3 µM | 360,000 tested, 0.4% active;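 active = activation above its plate's cutoff, the mean activation of sample wells plus 3 SD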; note: some results filed as inactive read as strong as hits
# Target sequence (P08173 whole entry, looked up): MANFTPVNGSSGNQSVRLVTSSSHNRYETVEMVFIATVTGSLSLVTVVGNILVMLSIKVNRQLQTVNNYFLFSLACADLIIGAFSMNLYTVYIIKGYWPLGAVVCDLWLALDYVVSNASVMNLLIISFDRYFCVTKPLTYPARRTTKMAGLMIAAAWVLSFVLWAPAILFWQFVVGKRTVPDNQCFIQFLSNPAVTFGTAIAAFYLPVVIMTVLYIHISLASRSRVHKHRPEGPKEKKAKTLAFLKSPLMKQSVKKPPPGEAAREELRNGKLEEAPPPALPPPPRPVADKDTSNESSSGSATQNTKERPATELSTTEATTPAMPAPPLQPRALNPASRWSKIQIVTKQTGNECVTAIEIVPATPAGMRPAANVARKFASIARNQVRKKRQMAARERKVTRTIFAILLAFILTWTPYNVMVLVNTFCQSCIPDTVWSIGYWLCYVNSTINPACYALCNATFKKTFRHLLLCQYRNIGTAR
# CHRM4 agonist: CHRM4 agonism in calcium assay; CHO-K1 hM4/Gqi5, Fluo-8 calcium fluorescence; vehicle 0%, full acetylcholine response 100%; activation, % at 3 µM; 360,000 tested, 0.14% active;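 active = activation above the run mean over all test wells plus 3 SD, cut at about 32% in these data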;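 note: peak over basal fluorescence ratio per well then scaled between controls; 0% = DMSO wells and 100% = acetylcholine at EC100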
# IDE cell inh: inhibitors of human insulin-degrading enzyme in cells; P14735; HEK cells, FAbetaB cleavage, fluorescence polarization; inhibition, % at 5.59 µM; 320,000 tested, 0.41% active;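 active = percent inhibition above the average of all tested compounds plus 3 SD, set per screening campaign, cut at about 16% in these data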;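 note: IDE supplied by intact live HEK cells; FP after avidin binding of uncleaved biotin substrate so inhibition keeps polarization high; 0% = DMSO wells and 100% = 60 µM reference IDE inhibitor Ii1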
# M5 antag: CHRM5 antagonism in calcium assay. inhibition, % at 3 µM. 360,000 tested, 0.59% active. CHO-hM5 cells, Fluo-8 calcium fluorescence, ACh EC80. P08912;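 active = inhibition above a per-plate cutoff, the mean of that plate's test compounds plus 3 SD, cut at about 27% in these data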;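 note: 0% = acetylcholine EC80 with DMSO and 100% = DMSO without agonist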
# Target sequence (P08912 whole entry, looked up): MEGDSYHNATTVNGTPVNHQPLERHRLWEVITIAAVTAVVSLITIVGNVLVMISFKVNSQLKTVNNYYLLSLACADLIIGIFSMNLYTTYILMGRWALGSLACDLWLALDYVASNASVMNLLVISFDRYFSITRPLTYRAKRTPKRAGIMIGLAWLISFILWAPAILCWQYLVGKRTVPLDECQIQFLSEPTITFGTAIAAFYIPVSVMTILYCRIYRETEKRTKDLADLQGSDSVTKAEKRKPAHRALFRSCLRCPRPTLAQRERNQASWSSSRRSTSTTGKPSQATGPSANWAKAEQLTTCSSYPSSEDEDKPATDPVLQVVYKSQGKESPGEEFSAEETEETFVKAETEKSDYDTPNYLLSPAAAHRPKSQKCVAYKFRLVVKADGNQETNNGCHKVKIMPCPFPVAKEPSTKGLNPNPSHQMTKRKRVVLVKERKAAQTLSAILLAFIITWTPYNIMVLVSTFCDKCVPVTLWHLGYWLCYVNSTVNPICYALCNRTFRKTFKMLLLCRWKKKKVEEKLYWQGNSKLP
# M5 ag: CHRM5 agonism in calcium assay. P08912. CHO-K1 hM5 cells, Fluo-8 calcium fluorescence; 0% DMSO wells, 100% maximal acetylcholine response. activation, % at 3 µM. 360,000 tested, 0.19% active;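 active = activation above the run's mean over test compounds plus 3 SD, cut at about 23% in these data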;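 note: signal is peak over basal fluorescence ratio across the kinetic read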
# CRFR2-BP antag: blocks CRF-induced signaling of the CRF-BP/CRF-R2 complex. HEK293 CRF-R2/CRF-BP, CRF-induced calcium fluorescence. 350,000 tested, 0.59% active. inhibition, % at 11.8 µM. AID 588475;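 active = inhibition of the ligand-induced calcium signal above about 50% at the single tested concentration, limit read from the data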
# CHRM5 PAM: potentiates acetylcholine response at human M5 receptor; CHO-K1 hM5, Fluo-8 calcium, ACh EC20 PAM; 0% = ACh EC20, 100% = ACh EC100; activation, % at 3 µM; 360,000 tested, 0.3% active; AID 624038;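 active = activation above the run cutoff, the mean activation of all test compounds plus 3 SD, cut at about 18% in these data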
#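 Replicates: One well per compound, no replicates | System: Human M5 receptor in CHO-K1 cells | Benchmarks: Low control EC20 acetylcholine (0%), high control EC100 acetylcholine (100%) | Probe or stimulus: Acetylcholine, EC20 level | Times: Fluo-8 loading 80 min at 37 °C plus 30 min room temperature | Signal: Intracellular calcium via Fluo-8 fluorescence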
# M4 antag: blocks acetylcholine activation of human M4 receptor; P08173; CHO-hM4 cells, ACh EC80, Fluo-8 calcium fluorescence; inhibition, % at 3 µM; 360,000 tested, 0.73% active; AID 624125;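 active = inhibition above its plate's cutoff, the mean inhibition of sample wells plus 3 SD, cut at about 27% in these data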;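 note: 0% = acetylcholine EC80 with DMSO and 100% = DMSO without agonist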
# CRFBP-R2 agonist: agonists of human CRF-binding protein/CRF-R2 receptor complex; activation, % at 13.2 µM; AID 588473; 350,000 tested, 0.46% active; HEK293 CRF-R2/CRF-BP, calcium dye fluorescence (FLIPR); percent of saturating CRF peptide response;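 active = activation of at least 50%, plus an integration ratio under a set limit after plate pattern correction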;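 note: plate controls were neutral control wells without compound for no effect and CRF at EC100 for full effect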
# * marks the source's active call; other numbers are inactive results; nt = not tested or not shown.
# Sample of the layout:
1) Cn1c(=O)c2c(ncn2CC(=O)Nc2nccs2)n(C)c1=O
2) Cc1ccc(CN2CCC(C)(Oc3cccc(Cl)c3)C2)cc1 (configuration not stated)
3) O=C(CC1S/C(=N/N=C/c2c[nH]c3ccc(OCc4ccccc4)cc23)NC1=O)Nc1ccccc1 (configuration not stated)

Screen / compound no.,1,2,3
M4 PAM,0,-6,4
CHRM4 agonist,0,-1,0
IDE cell inh,3,nt,-2
M5 antag,5,3,4
M5 ag,2,-3,0
CRFR2-BP antag,-16,nt,-46
CHRM5 PAM,1,-4,2
M4 antag,-4,-3,2
CRFBP-R2 agonist,0.2,nt,2.0

# The whole of this part, from the first entry:
1) Cn1c(=O)c2c(ncn2CC(=O)Nc2nccs2)n(C)c1=O
2) Cc1ccc(CN2CCC(C)(Oc3cccc(Cl)c3)C2)cc1 (configuration not stated)
3) O=C(CC1S/C(=N/N=C/c2c[nH]c3ccc(OCc4ccccc4)cc23)NC1=O)Nc1ccccc1 (configuration not stated)
4) CC(=O)c1cccc(NC(=O)C2CCN(S(=O)(=O)c3cccs3)CC2)c1
5) Cc1ccc(C(=O)N2N=C(c3ccc(Br)cc3)CC2c2ccccc2O)cc1 (configuration not stated)
6) Cc1cccc(CN2CCN(CC(=O)N3CCCC3)C2=O)c1
7) CCCN1CNc2c(c(=O)[nH]c(=S)n2-c2ccccc2Cl)C1
8) Cc1ccc(S(=O)(=O)NC(=O)NC2=NC(C)(C)N(c3ccc(Cl)c(Cl)c3)C(N)=N2)cc1
9) CN(C)C(CNC(=O)c1cccc(S(=O)(=O)N2CC3(C)CC2CC(C)(C)C3)c1)c1ccco1 (configuration not stated)
10) Cc1ccc(NC2=NC(c3ccccc3)n3c(nc(C)cc3=O)N2)cc1 (configuration not stated)

Screen / compound no.,1,2,3,4,5,6,7,8,9,10
M4 PAM,0,-6,4,-3,1,4,-3,1,5,-5
CHRM4 agonist,0,-1,0,2,0,1,0,-1,1,0
IDE cell inh,3,nt,-2,-3,2,-3,0,nt,2,8
M5 antag,5,3,4,5,-11,-6,1,-4,0,4
M5 ag,2,-3,0,0,5,2,-4,-2,-6,-3
CRFR2-BP antag,-16,nt,-46,-3,10,21,-10,nt,17,12
CHRM5 PAM,1,-4,2,-3,5,5,0,1,-5,4
M4 antag,-4,-3,2,-3,-1,1,5,1,-8,4
CRFBP-R2 agonist,0.2,nt,2.0,2.8,0.6,0.5,-4.2,nt,-3.2,-0.4

# Pulled one by one from the entries so far, 5 records:
7) CCCN1CNc2c(c(=O)[nH]c(=S)n2-c2ccccc2Cl)C1
8) Cc1ccc(S(=O)(=O)NC(=O)NC2=NC(C)(C)N(c3ccc(Cl)c(Cl)c3)C(N)=N2)cc1
2) Cc1ccc(CN2CCC(C)(Oc3cccc(Cl)c3)C2)cc1 (configuration not stated)
10) Cc1ccc(NC2=NC(c3ccccc3)n3c(nc(C)cc3=O)N2)cc1 (configuration not stated)
6) Cc1cccc(CN2CCN(CC(=O)N3CCCC3)C2=O)c1

Screen / compound no.,7,8,2,10,6
M4 PAM,-3,1,-6,-5,4
CHRM4 agonist,0,-1,-1,0,1
IDE cell inh,0,nt,nt,8,-3
M5 antag,1,-4,3,4,-6
M5 ag,-4,-2,-3,-3,2
CRFR2-BP antag,-10,nt,nt,12,21
CHRM5 PAM,0,1,-4,4,5
M4 antag,5,1,-3,4,1
CRFBP-R2 agonist,-4.2,nt,nt,-0.4,0.5

# (further entries)
11) FC(F)(F)Oc1ccc(Nc2nc(N3CCOCC3)nc(N3CCOCC3)n2)cc1
12) COC(=O)CSc1nc(N)c(C#N)c(CC(C)C)c1C#N
13) CN(C)c1ccc(/C=C/CNC[C@H]2O[C@@H](n3ccc(N)nc3=O)[C@H](O)[C@@H]2O)cc1
14) CCC(C(=O)NC1CCCC1)N(C(=O)Cn1nnc(-c2ccc(OC)c(OC)c2)n1)c1cccc(O)c1 (configuration not stated)
15) CCOC(=O)[C@H]1[C@H]2COc3ccc(C)cc3[C@@H]2N2C(=O)c3cc(F)ccc3NC(=O)[C@@]12C
16) Cc1cccc(-c2noc(CCCC(=O)NC3CCCC3)n2)c1
17) CC(=O)c1ccc(N2CC(C)(C)C2=O)cc1
18) CCOC(=O)N1CCN(C(=O)Nc2ccc(NC(=O)N3CCN(C(=O)OCC)CC3)cc2)CC1
19) N#CC(C#N)=C1C=CC=CN1/C(=C\c1ccco1)C(=O)c1ccc(Br)cc1
20) Cc1cnc(=O)[nH]c1SCc1ccc(C(F)(F)F)cc1

Screen / compound no.,11,12,13,14,15,16,17,18,19,20
M4 PAM,2,4,-2,-11,5,6,7,-11,-14,1
CHRM4 agonist,0,13,1,11,1,11,1,13,6,2
IDE cell inh,-1,5,nt,-2,1,-3,3,2,6,7
M5 antag,13,6,-2,18,1,18,0,15,25,-2
M5 ag,-3,4,0,0,-5,2,-6,4,-5,0
CRFR2-BP antag,8,-7,1,-3,1,-3,6,6,-50,1
CHRM5 PAM,-6,-7,-1,-3,5,-11,-9,-14,-8,-6
M4 antag,6,-7,-2,4,-6,-2,-7,8,69*,4
CRFBP-R2 agonist,-0.9,-1.1,5.7,-0.5,-0.6,1.3,-1.1,-0.6,18,-1.8

21) O=C(c1ccc2[nH]ccc2c1)N1CCCC(Nc2ccccc2)C1 (configuration not stated)
22) O=C(Oc1ccc(N(C(=O)c2ccncc2)S(=O)(=O)c2ccc(F)cc2)cc1)c1ccncc1
23) Cc1nc(-c2ccc(S(=O)(=O)N3CCN(c4cccc(C)c4C)CC3)cc2)co1
24) COc1ccc(C)cc1NC(=O)CSc1nnc(CC(=O)Nc2ccccc2C)n1C
25) O=C(O)c1cc(N/N=C/c2cccnc2)ccc1Cl
26) c1ccc(OCCN2CCN(Cc3nc(-c4ccc5c(c4)OCO5)no3)CC2)cc1
27) CCOc1ccc(NC(=O)CSc2nc3cc(C(=O)NCC4CCCO4)ccc3c(=O)n2CC2CCCO2)cc1 (configuration not stated)
28) COC(=O)c1ccccc1S(=O)(=O)N1CCC(C(=O)NCC2CCCO2)CC1 (configuration not stated)
29) CN(C(=S)NC(=O)c1ccccc1)C1CCCCC1
30) Cc1cccc(-n2c(N)cc(=O)[nH]c2=S)c1

Screen / compound no.,21,22,23,24,25,26,27,28,29,30
M4 PAM,-1,-1,2,17,7,-6,-1,-2,3,-2
CHRM4 agonist,4,3,1,1,1,5,-1,1,1,1
IDE cell inh,11,-5,11,-1,-1,1,nt,-2,1,1
M5 antag,3,0,6,-11,-2,3,3,3,10,1
M5 ag,-1,1,-3,2,-2,-2,0,2,-3,0
CRFR2-BP antag,15,-1,13,3,-3,-8,9,-3,12,19
CHRM5 PAM,-6,-6,2,2,9,-1,-2,8,-12,3
M4 antag,6,3,-3,-9,-4,-1,16,3,2,17
CRFBP-R2 agonist,-0.4,-1.6,0.8,1.2,-0.8,-2.4,-1.6,-0.5,-0.9,-0.4

31) CC1=C(C(=O)Nc2ccccn2)C(c2cccnc2)n2nnnc2N1 (configuration not stated)
32) CCCc1nnc(NC(=O)c2cccc(OC)c2)s1
33) COc1ccccc1NS(=O)(=O)c1cc(NC(=O)c2ccc(=O)[nH]c2)ccc1N1CCOCC1
34) CC(C)(C)OC(=O)N1O[C@H]2CC1[C@@H]1[C@@H]2N=NN1CCc1ccncc1
35) Oc1ccc(C[C@H]2CNC(=S)N2C[C@H]2CCCN2C[C@H](Cc2ccccc2)N2C[C@H](Cc3ccc(O)cc3)N(CC3CCCCCC3)C2=S)cc1
36) COc1cc2c(cc1OC)C(CC#N)=NC(C)(C)C2
37) COc1cc(CNC(=O)c2cc(-c3ccc(OC)cc3C)n[nH]2)cc(OC)c1
38) CC(Cc1ccccc1)NC(=O)C1(c2ccccc2)CCOCC1 (configuration not stated)
39) COc1ccc(C(=O)/C(=C/O)N=Nc2ccc(F)cc2)cc1
40) CCNC(=O)CC1C(=O)N(c2ccccc2)C(=O)N1CCc1ccc(OC)cc1 (configuration not stated)

Screen / compound no.,31,32,33,34,35,36,37,38,39,40
M4 PAM,5,2,5,2,7,6,7,14,6,0
CHRM4 agonist,0,0,1,1,0,5,2,1,0,1
IDE cell inh,-1,6,-3,nt,nt,1,nt,-2,5,5
M5 antag,5,1,2,-2,-8,3,-2,-2,-2,12
M5 ag,4,2,-4,-1,-2,-4,-1,3,-3,-2
CRFR2-BP antag,-25,-77,-3,0,nt,9,nt,-45,-25,0
CHRM5 PAM,-11,0,0,2,3,0,2,-7,-4,-3
M4 antag,1,5,-16,-12,-18,6,-3,-1,-18,8
CRFBP-R2 agonist,-0.5,2.6,1.4,-2.2,nt,-1.2,nt,0.1,-1.3,1.0

41) CCOC(=O)C1(CCOC)CCN(C(=O)c2ccccc2-c2cccc(C)c2)CC1
42) O=C(NCCc1ccc(C(F)(F)F)cc1)C1CCC(=O)N(C2CC2)C1 (configuration not stated)
43) COCCCN(C(=S)NC(=O)c1ccc(C(C)(C)C)cc1)c1c(N)n(Cc2ccccc2)c(=O)[nH]c1=O
44) Cc1nn(C(=O)c2cccnc2)c(C)c1Sc1ccccc1
45) CCn1ccnc1CN1CCN(CCC(C)C)C(CCO)C1 (configuration not stated)
46) Cc1cc(O)c(/C=N/c2ccccn2)c(=O)o1
47) CC1(C(=O)NS(=O)(=O)C2CC2)CCN(C(=O)c2ccccc2OC(F)(F)F)C1 (configuration not stated)
48) CC1(NC(=O)NCc2ccccc2)CCS(=O)(=O)C1 (configuration not stated)
49) N#Cc1ccc(CN2CCN(C(=O)c3cccc(S(=O)(=O)N4CCCCCC4)c3)CC2)cc1
50) N#Cc1c(/N=C/c2ccco2)oc(-c2ccccc2)c1-c1ccccc1

Screen / compound no.,41,42,43,44,45,46,47,48,49,50
M4 PAM,-5,1,27*,7,-1,0,7,4,-2,5
CHRM4 agonist,3,0,2,0,1,0,1,0,4,0
IDE cell inh,1,-5,-1,1,-1,13,nt,-2,-2,4
M5 antag,-1,11,6,5,3,-5,-2,5,13,2
M5 ag,1,-3,-2,-4,-1,-2,-1,-4,-1,0
CRFR2-BP antag,5,-1,37,-8,-10,-16,nt,-12,11,12
CHRM5 PAM,3,-4,-1,-2,-3,1,-3,-5,-23,1
M4 antag,0,-2,-2,2,1,3,-18,1,2,-1
CRFBP-R2 agonist,-2.0,-0.7,-5.4,-0.3,-0.1,10,nt,-3.2,-0.8,-1.3

51) Cc1ccc(NC(=O)c2ccccc2)cc1C
52) O=C(COC(=O)c1cccs1)NCC1CCCCC1
53) CC(CN1CCN(CC(C)C(=O)c2ccccc2)CC1)C(=O)c1ccccc1 (configuration not stated)
54) O=C(Nc1ccccc1N1CCOCC1)c1ccc2ccccc2c1
55) Cc1ccc(S(=O)(=O)Nc2ccc(Cl)cn2)cc1C
56) O=C(O)c1cccc(CN2C(=O)S/C(=C/c3ccccc3[N+](=O)[O-])C2=O)c1

Screen / compound no.,51,52,53,54,55,56
M4 PAM,4,2,-5,-6,1,16
CHRM4 agonist,-2,1,1,9,-1,-2
IDE cell inh,-6,6,nt,3,0,2
M5 antag,14,8,13,12,12,2
M5 ag,-6,-3,-10,1,-8,6
CRFR2-BP antag,3,-8,0,-28,11,5
CHRM5 PAM,1,-4,-9,0,-3,18
M4 antag,-2,2,1,-4,6,15
CRFBP-R2 agonist,0.3,0.2,1.3,0.0,0.7,0.5

# From PubChem BioAssay
